# HKDC1 inh = blocks human hexokinase HKDC1 activity | Q2TB90 | recombinant HKDC1, G6PDH/diaphorase resazurin coupled fluorescence | inhibition, % at 20 µM | 340,000 tested, 0.16% active;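 active = inhibition above about 35% when tested at 20 µM, limit read from the data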;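 note: plate controls were DMSO wells with enzyme for no effect and DMSO wells lacking enzyme for full effect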
# Target sequence (Q2TB90 whole entry, looked up): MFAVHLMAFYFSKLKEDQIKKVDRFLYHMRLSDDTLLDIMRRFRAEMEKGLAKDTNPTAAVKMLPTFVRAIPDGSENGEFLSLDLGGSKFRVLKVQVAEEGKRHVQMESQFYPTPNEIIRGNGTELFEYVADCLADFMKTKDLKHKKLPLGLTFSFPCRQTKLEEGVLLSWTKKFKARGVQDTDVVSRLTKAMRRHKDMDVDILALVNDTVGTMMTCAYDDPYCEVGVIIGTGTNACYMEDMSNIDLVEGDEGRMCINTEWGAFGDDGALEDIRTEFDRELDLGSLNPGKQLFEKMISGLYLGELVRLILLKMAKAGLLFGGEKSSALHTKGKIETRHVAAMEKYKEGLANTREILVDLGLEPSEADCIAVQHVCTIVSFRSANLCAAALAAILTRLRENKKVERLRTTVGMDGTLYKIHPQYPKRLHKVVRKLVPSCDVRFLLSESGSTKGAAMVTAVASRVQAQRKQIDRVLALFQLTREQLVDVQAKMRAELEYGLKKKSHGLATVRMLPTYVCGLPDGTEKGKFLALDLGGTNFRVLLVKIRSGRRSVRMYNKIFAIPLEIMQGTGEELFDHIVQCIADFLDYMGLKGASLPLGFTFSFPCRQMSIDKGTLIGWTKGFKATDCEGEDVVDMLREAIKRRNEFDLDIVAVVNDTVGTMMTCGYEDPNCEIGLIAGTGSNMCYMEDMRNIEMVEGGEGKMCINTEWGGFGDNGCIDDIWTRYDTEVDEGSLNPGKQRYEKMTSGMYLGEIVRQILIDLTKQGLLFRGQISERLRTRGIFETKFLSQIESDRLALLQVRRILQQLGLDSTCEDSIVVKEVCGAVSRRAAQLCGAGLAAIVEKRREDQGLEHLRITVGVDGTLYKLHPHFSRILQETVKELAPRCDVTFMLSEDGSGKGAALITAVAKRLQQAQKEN
#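 Test system: HK5 enzyme. Quantity: 5 µg/mL HK5 final. Reagent: glucose and ATP substrates. Schedule: 90 min reaction incubation at room temperature, dark. Technique: resazurin-to-resorufin fluorescence via G6PDH and diaphorase coupling, 525/613 nm. Control set: DMSO wells with and without enzyme mix.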
# PfG6PD inh = PfG6PD (Plasmodium falciparum) enzyme inhibition. PfGluPho enzyme, NADPH resazurin-diaphorase fluorescence. inhibition, % at 20 µM. 350,000 tested, 0.78% active. AID 504690;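 active = inhibition reaching at least a set limit at 20 µM in the primary screen, cut at about 59% in these data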;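 note: 0% = DMSO wells with substrate and 100% = DMSO wells lacking glucose-6-phosphate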
# mIAP act = mouse IAP activation | activation factor at 10 µM | 330,000 tested, 0.24% active | AID 2805 | muIAP, CDP-Star luminescence, 30 min; stronger effect = higher value; 1 = vehicle-only enzyme signal, 0 = enzyme-free wells;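 active = activation factor of at least 2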; note: the source names both 10 and 20 µM as test concentration; values of inactives mirror those of a sister screen read the other way
#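 also added = chemiluminescent substrate CDP-Star | test system = mouse IAP enzyme | signal = chemiluminescence readout | compound = DMSO-dissolved test compounds | incubation = 30 min at room temperature | benchmarks = DMSO wells, no-enzyme wells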
# ATG4B inh = blocks human ATG4B protease cleavage of LC3 substrate; Q9Y4P1; ATG4B cleavage of LC3-PLA2, NBD-HPC fluorescence, 1 h; inhibition, % at 8.33 µM; 340,000 tested, 0.51% active; in the data active = inhibition above about 40%
# hIAP activ = human IAP activation; activation factor at 10 µM; purified human IAP, CDP-Star luminescence, 30 min; stronger effect = higher value; 1 = vehicle-only enzyme, 0 = enzyme-free background; P09923; 330,000 tested, 0.16% active;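 active = activation factor of the enzyme at least 2-fold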; note: the source names both 10 and 20 µM as test concentration; values of inactives mirror those of a sister screen read the other way
# mIAP block = blocks mouse intestinal alkaline phosphatase. purified mouse IAP, CDP-Star luminescence, 30 min. inhibition, % at 10 µM. 330,000 tested, 0.2% active. AID 2806;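 active = inhibition of at least 40% at 10 µM in the primary screen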;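 note: plate controls were DMSO with enzyme for no effect and no enzyme wells for full effect; values of inactives mirror those of a sister screen read the other way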
# hIAP block = blocks human intestinal alkaline phosphatase; P09923; purified IAP, CDP-Star luminescence, 30 min; inhibition, % at 10 µM; 330,000 tested, 0.12% active;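 active = inhibition reaching a set limit with compound at 10 µM in the primary screen, cut at about 35% in these data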;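 note: plate controls were DMSO wells with enzyme for no effect and no-enzyme buffer wells for full effect; values of inactives mirror those of a sister screen read the other way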
# APOBEC3A inh = blocks human APOBEC3A ssDNA deamination | P31941 | recombinant A3A, FAM/TAMRA ssDNA deamination fluorescence | inhibition, % at 20 µM | 330,000 tested, 0.41% active | AID 493011;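 active = at least 40% inhibition at 20 µM here, with at most 30% in a related deaminase screen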;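 note: plate controls were A3A with DMSO for no effect and wells lacking A3A enzyme for full effect; some results filed as inactive read as strong as hits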
# Target sequence (P31941 whole entry, looked up): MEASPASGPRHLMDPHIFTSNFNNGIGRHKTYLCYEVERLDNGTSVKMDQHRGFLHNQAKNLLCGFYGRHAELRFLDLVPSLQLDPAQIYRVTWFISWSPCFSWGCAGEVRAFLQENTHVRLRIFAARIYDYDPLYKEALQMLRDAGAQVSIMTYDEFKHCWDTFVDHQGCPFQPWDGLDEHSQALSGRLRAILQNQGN
# * hit, by the source's call; · = not tested or not shown.
SMILES,HKDC1 inh,PfG6PD inh,mIAP act,ATG4B inh,hIAP activ,mIAP block,hIAP block,APOBEC3A inh
COc1ccc(-c2c(C)c3ccc(OCC(C)=O)cc3oc2=O)cc1,·,·,1.09,·,1.26,-9.1,-25.7,-2.2
O=C(c1cc(S(=O)(=O)N2CCCCC2)ccc1Cl)N1CCOCC1,-1.5,-17.3,0.985,2.1,0.989,1.5,1.1,-1.2
Cc1ccc(O)c(C(CC(=O)NC(C)C)c2ccccc2)c1 (configuration not stated),8.8,-12.0,0.975,0.5,1,2.5,-0.5,-0.3
O=C1NC(=S)S/C1=C1\Sc2ccccc2N1CCCS(=O)(=O)O,0.8,-13.3,0.918,-7.4,0.821,8.2,17.9,-0.7
CCOC(=O)c1ccccc1NC(=O)CSc1ccccc1,-4.0,0.9,1.1,-3.3,1.03,-10.0,-2.9,0.8
CN1CCN(NC(=O)c2ccc(Br)s2)CC1,-9.5,-16.5,0.867,-0.6,0.911,13.3,8.9,0.7
CC(C)c1nnc(NC(=O)CN(C)S(=O)(=O)c2ccc3c(c2)OCCO3)s1,-5.9,-14.9,1.03,4.7,1.19,-3.2,-18.5,-1.1
O=C(NCCS(=O)(=O)NCc1ccccc1)c1ccccc1,-3.3,2.7,1,8.7,1.15,-0.2,-14.9,-5.0
CC(=O)c1c(C)[nH]c(C(=O)OCC(=O)N2CCN(S(=O)(=O)c3ccc(C)cc3)CC2)c1C,0.7,-15.2,1.1,-15.5,0.864,-9.7,13.6,-3.4
Cn1c(SCC(=O)N/N=C/C=C\c2ccco2)nc2ccccc21,9.2,61.7*,0.779,-3.0,1.29,22.1,-29.2,3.9
CCOc1ccc(CCNC(=O)COC(=O)/C=C/c2ccccc2OC)cc1OCC,1.9,-9.7,1.01,6.8,1.01,-0.8,-1.5,-1.8
COc1ccc(OC)c(S(=O)(=O)N2CCC(C(=O)NCC3CCCO3)CC2)c1 (configuration not stated),-1.5,-8.8,1,-6.8,1.08,-0.3,-8.0,-1.7
CN1C(=O)/C(=C\c2ccc(OC(=O)c3ccco3)cc2)SC1=S,-5.8,-12.9,0.901,-0.3,0.899,9.9,10.1,-5.3
Cc1nnc(SCc2cc(=O)[nH]c(N3CCN(C)CC3)n2)s1,-0.9,0.0,1.03,-5.5,0.96,-3.4,4.0,4.1
CC1(C)CC(=O)C(C=Nc2ccc(O)cc2)=C(O)C1,-8.6,15.6,0.884,0.2,0.838,11.6,16.2,-2.0
CC(=O)c1ccc(-n2c(CCC(=O)O)ccc2-c2ccc(C)cc2)cc1,-1.5,6.2,0.99,7.5,1.1,1.0,-10.0,-5.3
C=CCc1cccc2cc(C(=O)N3CCN(C(=O)OCC)CC3)c(=O)oc12,-6.6,7.7,0.964,0.5,1.04,3.6,-3.9,-1.8
Cc1ccc(C(=O)OCC(=O)Nc2sc3c(c2C#N)CCCCC3)cc1NC(=O)c1ccco1,6.2,-36.0,0.901,-8.4,0.987,9.9,1.3,-14.1
CC1CC(C)CN(S(=O)(=O)c2ccc(NC(=O)CCN3C(=O)C4CC=CCC4C3=O)cc2)C1 (configuration not stated),-3.7,3.4,1.28,-4.2,0.994,-27.7,0.6,-2.2
CC1(C)NC(=O)N(CC(=O)O)C1=O,-4.8,20.8,1,-5.9,1.05,-0.5,-5.2,-4.8

# Exported bar-delimited: six of the compounds above.
Compound | HKDC1 inh | PfG6PD inh | mIAP act | ATG4B inh | hIAP activ | mIAP block | hIAP block | APOBEC3A inh
O=C1NC(=S)S/C1=C1\Sc2ccccc2N1CCCS(=O)(=O)O | 0.8 | -13.3 | 0.918 | -7.4 | 0.821 | 8.2 | 17.9 | -0.7
CCOC(=O)c1ccccc1NC(=O)CSc1ccccc1 | -4.0 | 0.9 | 1.1 | -3.3 | 1.03 | -10.0 | -2.9 | 0.8
CN1CCN(NC(=O)c2ccc(Br)s2)CC1 | -9.5 | -16.5 | 0.867 | -0.6 | 0.911 | 13.3 | 8.9 | 0.7
CC(C)c1nnc(NC(=O)CN(C)S(=O)(=O)c2ccc3c(c2)OCCO3)s1 | -5.9 | -14.9 | 1.03 | 4.7 | 1.19 | -3.2 | -18.5 | -1.1
O=C(NCCS(=O)(=O)NCc1ccccc1)c1ccccc1 | -3.3 | 2.7 | 1 | 8.7 | 1.15 | -0.2 | -14.9 | -5.0
CC(=O)c1c(C)[nH]c(C(=O)OCC(=O)N2CCN(S(=O)(=O)c3ccc(C)cc3)CC2)c1C | 0.7 | -15.2 | 1.1 | -15.5 | 0.864 | -9.7 | 13.6 | -3.4

# (cont.)
SMILES,HKDC1 inh,PfG6PD inh,mIAP act,ATG4B inh,hIAP activ,mIAP block,hIAP block,APOBEC3A inh
CC(C)=C(NC(=O)c1ccccc1)C(=O)N/N=C/c1ccc(O)cc1,-8.6,6.0,0.944,-11.7,1.11,5.6,-11.3,-0.9
CN1CCCCc2c1nc1ccccc1c2N (tested in a mixture with another compound),-2.0,-14.4,0.85,-1.6,0.988,15.0,1.2,1.3
COc1ccc(-c2nc(CS(=O)CC(=O)N3CCOCC3)c(C)o2)cc1OC (configuration not stated),-1.9,-13.3,1.01,-0.1,1.23,-1.5,-22.9,-5.2
CN1CCN(C(=O)C2=C[C@H](c3coc4ccccc4c3=O)C[C@H](OCc3ccc(CO)cc3)O2)CC1,-0.2,6.3,1.14,-2.8,1.03,-14.3,-2.9,-7.1
COc1ccccc1NS(=O)(=O)c1ccc(C(=O)NCC(c2ccco2)N(C)C)cc1 (configuration not stated),-0.7,2.5,1.04,-2.5,1,-4.4,-0.5,-3.1
CCCCn1c(N)c(N(CC(C)C)C(=O)COc2cc(C)ccc2Cl)c(=O)[nH]c1=O,5.8,2.6,0.97,-7.8,1.2,3.0,-20.3,1.7
NC(=O)CCn1nc(-c2ccc(Cl)cc2)c2ccccc2c1=O,-4.0,9.3,1.03,2.4,1.06,-2.7,-6.1,3.2
CCOC(=O)c1cnc2ccc(C)cc2c1Sc1ccc(F)cc1,12.6,32.1,0.905,-9.6,1.24,9.5,-24.3,-1.5
CCOC(=O)N=Nc1c(O)n(CC)c2ccccc12,-8.7,17.1,1.01,0.1,0.875,-1.3,12.5,-2.8
O=C(CSc1nnc(-c2ccncc2)n1-c1ccc(F)cc1)NC(=O)NCc1ccco1,-1.8,1.4,0.981,-6.2,0.998,1.9,0.2,29.9
CCOc1ccc(NC(=O)N(CCCN2CCOCC2)Cc2cccnc2)cc1,-0.1,-2.4,0.914,-4.1,0.857,8.6,14.3,-0.4
CCN(CC)CCNC(=S)Nc1ccc2nc(N3CCOCC3)cc(C)c2c1,1.8,-0.4,1,-1.2,0.892,-0.1,10.8,3.4
COc1ccc(CCNC(=O)CSc2cn(Cc3ccccc3)c3ccccc23)cc1OC,-0.9,-1.3,1.4,-17.7,0.883,-40.4,11.7,-1.8
CCc1cc(C(=O)Nc2ccc(S(=O)(=O)NC3=NCCCCC3)cc2)sc1C,-0.2,9.4,1.14,-6.0,0.908,-14.4,9.2,26.9
COc1ccc(NC(=S)NCc2cccs2)cc1OC,4.5,4.9,0.982,-10.1,1.03,1.8,-3.3,-0.5
Cc1ccc2nc(C)c(C(=O)N/N=C/c3ccccc3[N+](=O)[O-])cc2c1,1.6,3.2,0.858,18.5,0.933,14.2,6.7,-1.7
CN1CCN(S(=O)(=O)c2cccc(C(=O)NC3(C)CCS(=O)(=O)C3)c2)CC1 (configuration not stated),-5.8,8.2,1.05,-6.8,1.11,-5.1,-10.7,-4.3
O=C(Nc1cc([N+](=O)[O-])ccc1Cl)c1cccnc1,-7.0,5.7,1,-0.8,0.956,-0.4,4.4,-4.9
CCCCc1ccc(S(=O)(=O)Nc2ccc(C)c(NS(C)(=O)=O)c2)cc1,2.5,-5.7,0.822,-12.9,1.02,17.8,-2.5,-2.8
Cc1cc2oc(=O)cc(Cn3ccnc3)c2cc1C,-2.2,-12.7,1.08,-2.6,1.39,-8.1,-38.7,-1.3
CCN(CC)c1c([N+](=O)[O-])c(=O)n(CC)c2ccccc12,-3.1,36.5,0.975,-11.9,1.1,2.5,-9.6,-4.2
COc1ccc(N(C)C(=O)Cc2c(C(=O)O)[nH]c3ccccc23)c(OC)c1,-8.4,-16.5,0.997,4.3,1.11,0.3,-10.7,1.4
COc1ccc(CCNC(=O)c2c([S-])n(-c3ccc(C)cc3)c3cccc[n+]23)cc1,-5.4,38.1,0.905,-16.3,0.916,9.5,8.4,-3.8
O=c1c2ccccc2nc(SCc2ccc([N+](=O)[O-])cc2)n1-c1ccc(Cl)cc1,-0.4,8.6,0.893,-2.6,1.48,10.7,-48.4,0.2
Cc1ccc(CNC(=O)C2CCCN2C(=O)NCc2ccccc2)cc1 (configuration not stated),2.7,2.9,1.04,-11.5,0.934,-4.4,6.6,1.5
CC(=O)Nc1cccc2c1C(=O)N(c1ccc(OC(C)=O)cc1)C2=O,-9.9,17.7,1.04,-6.0,1.18,-3.8,-18.1,0.9
CCCOc1ccc(C(=O)N(Cc2cccs2)C2CCS(=O)(=O)C2)cc1 (configuration not stated),-8.0,-16.8,1.01,6.9,1.55,-0.6,-55.2,-0.8
CC1CCC(N2CCN(c3ncccn3)CC2)CC1 (configuration not stated),-7.4,-14.6,1.04,1.4,0.89,-4.2,11.0,2.0
O=C(Cc1ccccc1)NCC(=O)OCC(=O)c1cccs1,-7.4,-12.9,0.87,4.8,0.852,13.0,14.8,-2.7
Cc1cc(NC(=O)CCC(=O)N(CCC(C)C)C(C(=O)NCC2CCCO2)c2ccccc2C)no1 (configuration not stated),-1.8,4.2,1,-13.1,1.02,-0.4,-2.5,-2.3
Cc1[nH]c2ccccc2c1SCCN,-6.8,7.5,1.08,-4.9,0.883,-7.6,11.7,-2.6
CC(=O)N1CCc2ccc(NC(=O)c3c(-c4c(Cl)cccc4Cl)noc3C)cc21,-1.5,0.6,0.941,-11.3,0.837,5.9,16.3,-4.6
CCN(C(=O)COC(=O)c1ccc2c(=O)n3c(nc2c1)CCC3)C1CCS(=O)(=O)C1 (configuration not stated),-5.1,-22.7,0.91,0.3,0.953,9.0,4.7,7.2
COc1cc(CNCCN2CCOCC2)ccc1OCc1ccc(Cl)cc1,-3.9,-3.4,1.18,4.5,1.14,-18.4,-13.8,1.8
Cn1nc(C(F)(F)F)cc1-c1ccc(S(N)(=O)=O)s1,-4.0,0.1,1.16,1.2,1.01,-15.6,-1.5,-1.7
C/C(=N\OC(=O)c1c(-c2ccccc2Cl)noc1C)c1ccncc1,-1.8,-3.7,1.03,-5.6,1.07,-3.3,-6.9,-0.9
O=C(CCCN1CCOCC1)c1ccc2c(c1)OCCO2,-8.9,2.7,0.998,-7.4,1.07,0.2,-6.8,-6.0
O=C(Nc1ccccc1)c1nn(-c2ccccc2)c(=O)cc1C(F)(F)F,3.2,-11.8,0.958,1.2,1.19,4.2,-18.7,-1.2
COCc1[nH]c(=S)[nH]c(=O)c1C,-5.6,1.9,0.964,-3.6,0.989,3.6,1.1,-2.4
N#Cc1c(-c2ccccc2F)cc(-c2cccnc2)nc1N,1.1,-14.0,0.98,-7.7,1.09,2.0,-9.1,1.8
CCC(=O)Nc1ccc(S(=O)(=O)Nc2nccs2)cc1,-3.9,4.8,1.03,-8.3,1.05,-3.5,-5.2,-4.2
O=c1[nH]c(CSc2ccccn2)nc2c1oc1ccccc12,7.2,4.5,0.974,-6.9,1.02,2.6,-2.2,-2.3
COc1ccc(C(C(=O)NCC2CCCO2)N(C(=O)CNC(=O)c2ccco2)c2cc(C)ccc2C)cc1OC (configuration not stated),3.4,-1.1,1.09,-2.4,1.11,-8.6,-11.2,0.6
CC(C)Cc1nnc(NC(=O)c2ccc3c(c2)OCCO3)s1,1.5,35.2,0.99,-9.7,1.11,1.0,-10.7,-3.2

# Assay outcomes (PubChem)
